KOR beta-arrestin-1: kappa opioid receptor activators – cell-based, luminescence, uHTS, primary screen (AID 1777) | KOR beta-arrestin recruitment, luminescence; higher % means a stronger effect | one-dose activation, % at 10 µM; EC50 in µM for titrated hits | 280,000 tested, 0.02% active; in the data active = activation above about 50%, passing the limit was not always enough; note: a part of the inactive calls stands beside numbers as strong as those of hits
Myeloid diff 2: promotes myeloid progenitor differentiation. ER-HoxA9 myeloid progenitors, lysozyme-GFP differentiation, flow cytometry. calls only at 10 µM. 360,000 tested, 1% active. AID 624256;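 active = normalized GFP-positive differentiation at or above the plate's own cutoff, the solvent-only control mean plus 3 SD; inconclusive = no clear call, values can overlap the other calls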;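 note: cells exposed to compound for four days before flow analysis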
KOR beta-arrestin-2: KOR antagonists, beta-arrestin recruitment, cell-based, luminescence, uHTS (AID 1778) | KOR beta-arrestin recruitment, luminescence, antagonist mode; higher % means a stronger effect | inhibition, % at 10 µM, or IC50 in µM where a hit was titrated | 290,000 tested, 0.091% active; note: strong numbers were not always called active
NOD1 inhibition: NOD1 signaling inhibitors, primary screen, cell-based, luminescence, uHTS (AID 1578); 290,000 tested, 1% active; one-dose inhibition, % at 4 µM; EC50 in µM for titrated hits; NOD1-driven NF-kB luciferase reporter cells, luminescence; higher % means a stronger effect; in the data active = inhibition mostly above about 36%, no sharp cut-off; inactive = mostly below about 34%;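 note: HEK-293T reporter cells stimulated with the NOD1 agonist gamma-tri-DAP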
NTR1 ag: NTR1-driven beta-arrestin-GFP spot formation – imaging, U2OS cells, high content, primary screen (AID 493036); P30989; agonist mode; activation, % at 20 µM; 330,000 tested, 0.17% active;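 active = activation at or above 40% of the spot to cytoplasm intensity ratio, with at least 20 cells analyzed; inconclusive = wells under 20 cells, flagged as cytotoxic or low count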;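 note: 0% = DMSO without peptide and 100% = 100 nM NTR1 peptide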
Target sequence (P30989 whole entry, looked up): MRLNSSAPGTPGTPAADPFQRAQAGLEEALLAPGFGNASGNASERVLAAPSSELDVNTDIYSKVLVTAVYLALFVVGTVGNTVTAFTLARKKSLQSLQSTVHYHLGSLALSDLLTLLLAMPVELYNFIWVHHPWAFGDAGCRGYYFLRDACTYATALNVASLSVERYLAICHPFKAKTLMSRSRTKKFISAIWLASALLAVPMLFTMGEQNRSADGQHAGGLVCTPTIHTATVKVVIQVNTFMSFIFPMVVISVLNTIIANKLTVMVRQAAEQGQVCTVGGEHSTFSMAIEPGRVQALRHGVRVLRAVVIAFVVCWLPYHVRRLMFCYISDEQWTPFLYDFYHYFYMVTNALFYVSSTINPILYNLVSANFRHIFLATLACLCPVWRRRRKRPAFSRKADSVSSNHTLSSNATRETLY
T cell modulator: T cell immune modulation candidate. 2C CD8+ T cell-vesicle binding, flow cytometry; stronger effect = lower value. calls only at 7 µM. 330,000 tested, 0.068% active. AID 2052;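 active = response, share of CD8 T cells binding vesicles, and their 90th percentile fluorescence all below set limits, cut at about 80% in these data, passing the limit was not always enough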
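Incubation: binding step 1.5 h, 37 °C, antibody labelling 20 min, ice; system: murine 2C transgenic CD8+ T lymphocytes; technique: cytometric PE anti-B7-1 and Alexa647 anti-CD8 signals after 1% paraformaldehyde fixation; also added: QL9-charged Drosophila Ld/ICAM-1/B7-1 vesicles; control set: naked versus QL9-loaded vesicles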
GPR55 activation: GPR55 agonists via beta-arrestin recruitment, primary screen, imaging, U2OS cells, beta-arrestin-GFP redistribution (AID 1961); U2OS GPR55 beta-arrestin-GFP redistribution imaging; higher % means a stronger effect; activation, % at 10 µM; hits with a dose series show EC50 in µM; 290,000 tested, 0.048% active;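 active = activation above 40% with more than 50 cells counted in the well; inconclusive = wells holding fewer than 50 cells, flagged as toxic or sparse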;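 note: U2OS osteosarcoma cells stably expressing GPR55 and beta-arrestin-GFP; plate controls were DMSO negative control for no effect and LPI positive control for full effect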
HEK293 NOD2/NF-kB: inhibition of NOD2-driven NF-kB reporter – cell-based, luminescence, uHTS, HEK293 (AID 1566) | HEK293 NOD2/NF-kB luciferase reporter, luminescence; higher % means a stronger effect | one-dose inhibition, % at 4 µM; EC50 in µM for titrated hits | 290,000 tested, 0.63% active; note: many of its hits are not listed in these tables
GPR55 LPI antagonism: GPR55 antagonists blocking LPI-driven arrestin recruitment, primary screen, imaging, U2OS, beta-arrestin-GFP, LPI agonist (AID 2013); U2OS GPR55 beta-arrestin-GFP translocation imaging, LPI antagonism; higher % means a stronger effect; one-dose inhibition, % at 10 µM; IC50 in µM for titrated hits; 290,000 tested, 0.13% active;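 active = spots per cell inhibited over 60%, with over 100 cells counted and total cytoplasm intensity under 500,000; inconclusive = wells with under 100 cells, flagged as likely toxic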;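 note: U2OS cells stably carrying GPR55 and arrestin-GFP stimulated by 5 µM LPI near EC80; imaged beta-arrestin-GFP aggregate spots per cell after agonist stimulation; plate controls were LPI-stimulated DMSO wells for no effect and DMSO wells without LPI for full effect; some results filed as inactive read as strong as hits; confirmed hits need IC50 under 10 µM and bright autofluorescent wells are also inconclusive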
T cell modulator vesicle-bound %: recorded beside T cell modulator, whose call it bears; double positive events, %; measured here: CD8+ vesicle-bound cell fraction;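 binding gate set so that unloaded-vesicle control wells show 10% double positive cells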
NTR1 ag cell count 20 µM: further read-out of NTR1 ag, marked with its call; cell count; measured here: cell count, cytotoxicity flag
Myeloid diff 2 GFP+ MAC1+ %: recorded beside Myeloid diff 2, whose call it bears; GFP+ MAC1+ double positive, %; measured here: differentiation confirmed by MAC1 staining
Active calls of the source: *; i = inactive; ? = inconclusive; . = no result given; + = active, no number; [ ] = remark or other dose. Cut-off read from the data, not from the text of the source, unless noted: active = inhibition above about 50%; inactive = the rest. An excerpt; count on the stated rates, not on these rows.

compound	KOR beta-arrestin-1	Myeloid diff 2	Myeloid diff 2 GFP+ MAC1+ %	KOR beta-arrestin-2	NOD1 inhibition	NTR1 ag	NTR1 ag cell count 20 µM	T cell modulator	T cell modulator vesicle-bound %	GPR55 activation	HEK293 NOD2/NF-kB	GPR55 LPI antagonism
COC(=O)[C@@H]1C[C@@]2(O)[C@@H](O)[C@@H](O)[C@@H](O)C[C@H]2N1Cc1cc(OC)cc(OC)c1	8.0%	i	0.4	-16%	-13%	0.4	89	i	5	-0.1%	8%	9%
O=c1c(O)c(-c2ccc3c(c2)OCO3)oc2ccccc12	-2.8%	i	0.6	17%	-20%	1.5	45	i	10	0.0%	-50%	13%
COc1ccc(CCn2c(C(C)C)nc3c(c(=O)c4ccccc4n3C)c2=O)cc1	2.9%	i	0.6	-5%	16%	9.7	64	i	57	-0.3%	21%	18%
COCCCn1c2nc3ccccc3nc2c2c(=O)n(Cc3ccccc3Cl)cnc21	-3.4%	.	.	4%	-20%	6.2	60	i	20	-0.2%	2%	5%
CCNc1cc(S(=O)(=O)C(F)(F)F)ccc1N	0.6%	i	0.2	.	-14%	-0.8	65	i	31	-0.2%	10%	12%
Cc1sc2ncnc(SCC(=O)N(C)C3CCS(=O)(=O)C3)c2c1C (stereo unspecified)	-6.4%	i	0.1	-26%	-42%	1.0	44	i	29	-0.3%	15%	-10%
O=C(c1ccco1)N1CCN(c2ncnc3scc(-c4cccs4)c23)CC1	-2.5%	+	13*	4%	4%	4.0	55	i	46	-0.1%	7%	-6%
COc1ccc(C(=O)NCC(=O)OCc2ccc(F)cc2Cl)cc1OC	-0.1%	i	0.3	.	-32%	-0.6	103	i	45	0.1%	-2%	12%
CN1C(=O)NC(NC(=O)C2CCCCC2)(C(F)(F)F)C1=O (stereo unspecified)	-0.6%	i	1.7	24%	-17%	1.3	60	i	34	-0.1%	6%	-3%
COc1ccc(NC(=O)c2c3c(nc4ccccc24)CCC3)cc1	0.1%	i	7.6	-2%	-5%	5.1	56	i	16	0.6%	14%	-1%
CC(=O)N/N=C/c1cc([N+](=O)[O-])ccc1OCCOc1ccccc1	-4.6%	i	0.5	30%	-12%	1.3	24	i	58	-0.3%	11%	4%
CN(C)CCCn1c(=S)[nH]c2sc3c(c2c1=O)CCCC3	-2.5%	i	2.3	1%	-36%	0.1	57	i	39	.	7%	-9%
O=C(/C=C/c1ccco1)Nc1ccccc1C(=O)O	5.9%	i	0.1	-1%[20 µM]	-41%	-0.3	95	i	42	-0.1%	-63%	4%
Clc1cc(Cl)cc(CN2CCSCC2)c1	3.2%	i	0.7	-44%	-2%	-0.7	48	i	25	0.1%	-16%	0%
Cc1cc(NC(=O)C2CC=CCC2C(=O)O)no1 (stereo unspecified)	0.8%	?	.	8%	.	-2.0	82	i	37	0.0%	1%	4%
CC(=O)c1cccc(NC(=O)COC(=O)c2cccc(N3C(=O)c4ccccc4C3=O)c2)c1	2.7%	i	0.5	4%	-25%	8.2	64	i	53	0.2%	-2%	2%
CN(CCCCCNC(=O)/C=N/O)Cc1ccccc1	-2.3%	.	.	18%	-25%	.	.	.	.	-0.5%	-3%	9%
CCOc1ccc(NC(C)C(=O)N/N=C/c2cccs2)cc1 (stereo unspecified)	-1.4%	i	0.5	-18%	-3%	1.1	86	i	20	0.5%	10%	2%
CCOC(=O)c1ccccc1NC(=O)c1cccc([N+](=O)[O-])c1	6.9%	i	0.3	23%	-15%	2.4	49	i	62	0.0%	9%	7%
COCC(=O)Nc1ccc(Br)cc1	-7.0%	i	1.1	10%	-20%	-0.7	42	i	51	-0.1%	16%	2%
Cc1ccc(/C=N/NC(=O)c2cc3c(ccc4ccccc43)o2)o1	1.8%	i	0.3	-16%	-1%	6.7	62	.	.	0.4%	-6%	-11%
Cc1ccc(C)n1-c1ccc(C(=O)N/N=C/c2ccncc2)cc1	-6.2%	i	0.7	9%	-12%	-2.5	71	i	45	0.2%	15%	7%
CCOC(=O)c1c(-c2ccccc2)csc1NC(=S)N(CC)CC	-1.6%	i	0.1	-6%	-14%	.	.	.	.	0.0%	8%	1%
CCN(CC)CCNC(=O)c1ccc(NC(=O)c2cn(-c3ccccc3)nc2-c2cccs2)cc1	1.0%	i	0.2	-15%	-54%	5.9	72	i	42	-0.7%	16%	6%
CC(C)CCNC(=O)Cn1c(=O)oc2cc(S(=O)(=O)N3CC(C)CC(C)C3)ccc21 (stereo unspecified)	5.3%	i	3.0	-14%	-2%	-3.4	88	i	26	-0.1%	18%	20%
Cc1cccc(C)c1NC(=O)C[N+](C)(C)CC(O)COc1cccc2ccccc12 (stereo unspecified)	-7.0%	i	0.5	-11%[20 µM]	-10%	-0.2	46	i	12	-0.1%	9%	2%
Cc1cc(C)cc(-n2ncc3c2CCCC3NC(=O)CN2CCCC2=O)c1 (stereo unspecified)	7.1%	i	1.9	-24%	14%	-0.6	52	i	68	-0.1%	13%	-10%
O=C(Cc1ccc(Br)cc1)NNC(=O)Nc1ccc(Cl)cc1	-1.7%	i	0.1	-37%[20 µM]	-14%	-2.5	105	i	52	-0.1%	-4%	4%
COc1ccc(CN2CCN(Cc3cccc(Oc4ccccc4)c3)CC2)c(OC)c1OC	-2.1%	i	0.5	4%	-1%	1.7	89	i	62	0.0%	-5%	13%
COc1cccc(CNC(=O)CCCNS(=O)(=O)c2cccs2)c1	0.2%	i	0.9	8%	14%	1.6	56	i	3	-0.1%	21%	11%
NC(=O)CSc1nnc2ccc(-c3ccc(F)cc3)nn12	-3.0%	i	0.4	-37%	-11%	2.2	74	i	21	-0.1%	20%	16%
CSc1nnc(-c2ccco2)n1-c1ccccc1	2.5%	i	1.6	-14%	-8%	-0.3	46	i	40	-0.3%	-4%	-9%
O=C(Nc1ccccc1)c1ccccc1NC(=O)[C@H]1CCCC[C@H]1C(=O)O	-1.3%	i	0.6	-8%[20 µM]	39%	-2.0	8	i	53	-0.1%	5%	10%
Cc1ccc(NC(=O)CSc2nc(C)c(Cc3ccccc3)c(=O)[nH]2)cc1	-3.3%	i	0.0	-9%	.	2.3	53	i	44	-0.2%	.	-3%
CCCCCCCCCC(=O)Nc1cccnc1	-1.2%	.	.	4%[20 µM]	-17%	-0.5	103	i	44	0.8%	16%	-6%
CCc1cc(=O)oc2cc(C)cc(OC(C)C(=O)NC3CC(C)(C)NC(C)(C)C3)c12 (stereo unspecified)	-2.0%	?	.	-8%	-24%	1.1	69	i	20	-0.2%	14%	11%
CCCCOc1ccc(C(=O)Nc2cccc(C)n2)cc1	-1.2%	i	8.4	8%	-22%	2.6	59	i	50	-0.1%	-101%	16%
CS(=O)(=O)Nc1ccc(S(=O)(=O)N2CCCC2)cc1	0.6%	i	1.2	-10%	-26%	0.4	63	i	46	-0.2%	5%	10%
CCOC(=O)/C=c1\s/c(=C\c2ccc(C(=O)OC)cc2)c(=O)n1CC(=O)Nc1ccccc1	-0.3%	i	0.8	-57%[20 µM]	-27%	-1.7	60	i	58	0.2%	-2%	-7%
CCCC1=Nc2cc(C(=O)N3CCC(C(=O)OCC)CC3)ccc2Sc2ccccc21	1.6%	i	6.2	21%	2%	15	59	i	28	-0.2%	28%	6%
C=CCn1c(=O)/c(=C\c2ccccn2)s/c1=C(/C#N)C(=O)NCC1CCCO1 (stereo unspecified)	-4.5%	i	0.2	10%	-34%	21	36	i	48	0.2%	14%	-9%
Cc1ccc(-n2[nH]c(C)c(C=Nc3ccc(S(=O)(=O)Nc4nccs4)cc3)c2=O)c(C)c1	2.6%	.	.	-24%[20 µM]	-24%	-0.6	47	i	42	0.0%	-5%	2%
CCOC(=O)c1c(NC(=O)C(C)Sc2c[nH]c3ccccc23)sc2c1CCC2 (stereo unspecified)	1.4%	i	3.3	-18%	-44%	13	49	i	13	-0.3%	5%	7%
O=c1cnc(-c2ccc(Cl)cc2)cn1O	4.3%	i	0.1	-44%	-37%	-0.9	70	i	56	-0.3%	9%	4%
CC1CC(C)CN(CCCNC(=O)COc2cc(=O)n(C)c3ccccc23)C1 (stereo unspecified)	-2.1%	i	3.0	16%	-8%	2.3	59	i	42	-0.1%	11%	3%
CC(C)c1onc(C(=O)NCc2ccc(Cl)cc2)c1[N+](=O)[O-]	-0.4%	i	0.5	-83%	-25%	0.5	75	i	37	-0.3%	-18%	-2%
CCOc1ccc(S(=O)(=O)N2CCN(Cc3ccc4c(c3)OCO4)CC2)cc1C	1.5%	i	0.1	-61%	2%	0.5	44	i	29	-0.1%	-58%	-8%
CCOC(=O)c1ccc[n+](CC(=O)c2ccc(NC(=O)c3ccccc3)cc2)c1	1.0%	i	0.8	16%	55%	-1.1	58	i	44	-0.1%	9%	-8%
COc1ccc(/C=C2\SC(N3CCCCC3)=NC2=O)cc1OC	-1.1%	i	1.8	6%	3%	3.6	75	i	13	0.0%	-7%	-2%

4 of the compounds above, with values under each structure.
Every second line gives: KOR beta-arrestin-1	Myeloid diff 2	Myeloid diff 2 GFP+ MAC1+ %	KOR beta-arrestin-2	NOD1 inhibition	NTR1 ag	NTR1 ag cell count 20 µM	T cell modulator	T cell modulator vesicle-bound %	GPR55 activation	HEK293 NOD2/NF-kB	GPR55 LPI antagonism
CC1CC(C)CN(CCCNC(=O)COc2cc(=O)n(C)c3ccccc23)C1 (stereo unspecified)
 : -2.1%	i	3.0	16%	-8%	2.3	59	i	42	-0.1%	11%	3%
CC(C)c1onc(C(=O)NCc2ccc(Cl)cc2)c1[N+](=O)[O-]
 : -0.4%	i	0.5	-83%	-25%	0.5	75	i	37	-0.3%	-18%	-2%
CCOc1ccc(S(=O)(=O)N2CCN(Cc3ccc4c(c3)OCO4)CC2)cc1C
 : 1.5%	i	0.1	-61%	2%	0.5	44	i	29	-0.1%	-58%	-8%
CCOC(=O)c1ccc[n+](CC(=O)c2ccc(NC(=O)c3ccccc3)cc2)c1
 : 1.0%	i	0.8	16%	55%	-1.1	58	i	44	-0.1%	9%	-8%
